WRN inhibitor: qHTS for Inhibitors of WRN Helicase; WRN helicase unwinding, fluorescent forked duplex, kinetic; Potency, µM (top dose mostly 114 µM), for the others: at the top dose activity change, negative = inhibition, hits mostly inhibitors; 360,000 tested, 0.46% active; AID 651768, 2012; also: potency is read from the fitted curve at half-maximal effect; % is scaled to controls: 0 for no effect and ±100 for the full control effect; nearly all actives have a fitted effect of over 55% in size
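Kinetic red-fluorescence monitoring (525/598 nm) tracks WRN helicase activity after 100 nM fluorophore-quencher forked duplex and 2 mM ATP are added to 20 nM enzyme pretreated 15 min at room temperature with compound.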
IL-2 act: qHTS of IL-2 Activators | IL-2 activation reporter assay, cell-based qHTS; stimulated with anti-CD3/CD4/CD28 beads; in transgenic mouse T cells | activation, % (series mostly up to about 46 µM) | 360,000 tested, 0.065% active; in the data active = activation above about 50%; inconclusive = mostly about 30% to 49%; also: 0% is about no effect
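EGFP and DsRed fluorescence is measured by plate cytometry in unstimulated transgenic mouse T cells exposed to compound for 60 minutes, then stimulated 18 hours at 37 degrees C with anti-CD3/anti-CD4 beads plus anti-CD28.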
PI5P4Ka inh: qHTS for Inhibitors of phosphatidylinositol 5-phosphate 4-kinase (PI5P4K); AID 652105, 2013; max response, %; PI5P4Kalpha enzyme, ADP-Glo luminescence, 60 min; hits give low values; Phosphatidylinositol 5-phosphate 4-kinase type-2 alpha (Homo sapiens), P48426; 330,000 tested, 1.2% active; active = max response of -50% or lower; inconclusive = between -30% and -50%; inactive = -30% or higher; also: value at the top dose of about 77 µM; % is scaled to controls: 0 for no effect and ±100 for the full control effect
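qHTS, 1536-well: enzyme/substrate mix, compound by pin tool, 5 microM ATP final; RT 60 min; ADP-Glo reagents 1 (45 min) then 2 (30 min); luminescence.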
CCT modulator: High-Throughput Screening for Modulators of Cytosolic Chaperonin Activity; purified chaperonin ATPase assay, HTRF ADP detection, 30 min; activity change, % (no concentration beside the values), hits read low; 360,000 tested, 0.3% active; AID 651819, 2012; in the data active = activity change below about -30%; also: % is scaled to controls: 0 for no effect and ±100 for the full control effect
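ATPase activity: ADP formed was measured by HTRF Transcreener (665/615 nm ratio) after 30 min at 37 deg C with 10 uM ATP. Compounds screened at one 76 uM concentration against 40 or 20 nM TRiC in Tris pH 7.4/KCl/MgCl2/DTT buffer.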
EPAC1 ag: qHTS for Agonist of cAMP-regulated guanine nucleotide exchange factor 3 (EPAC1): primary screen; Rap guanine nucleotide exchange factor 3 (Homo sapiens), O95398; EPAC1 agonist qHTS, biochemical assay; response scale: 100% = response to 6.5 mM cAMP; Potency, µM (series often up to 154 µM), for the others: top-dose activation, hits mostly activators; 360,000 tested, 0.073% active; AID 720707, 2013; also: potency is read from the fitted curve at half-maximal effect; nearly all actives have a fitted effect of over 60% in size
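Fluorescent GDP-exchange assay: 100 nM EPAC1 with 250 nM Rap1B preloaded with BODIPY-GDP and 50 uM GDP; compounds tested as concentration series, 5 min at room temperature, then read every 5 min for 30 min (ex 480/em 540 nm); normalized to 6.5 mM cAMP.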
EPAC2 agonist: qHTS for Agonist of cAMP-regulated guanine nucleotide exchange factor 4 (EPAC2): primary screen. Rap guanine nucleotide exchange factor 4 (Homo sapiens), Q8WZA2. EPAC2 activation, biochemical qHTS; response scale: 100% = 6.5 mM cAMP response. Potency, µM (top dose mostly 154 µM), without a hit: at the highest dose activation, actives largely listed as activators. 360,000 tested, 0.079% active; also: potency is read from the fitted curve at half-maximal effect; nearly all actives have a fitted effect of over 50% in size
Target sequence (Q8WZA2 whole entry, looked up): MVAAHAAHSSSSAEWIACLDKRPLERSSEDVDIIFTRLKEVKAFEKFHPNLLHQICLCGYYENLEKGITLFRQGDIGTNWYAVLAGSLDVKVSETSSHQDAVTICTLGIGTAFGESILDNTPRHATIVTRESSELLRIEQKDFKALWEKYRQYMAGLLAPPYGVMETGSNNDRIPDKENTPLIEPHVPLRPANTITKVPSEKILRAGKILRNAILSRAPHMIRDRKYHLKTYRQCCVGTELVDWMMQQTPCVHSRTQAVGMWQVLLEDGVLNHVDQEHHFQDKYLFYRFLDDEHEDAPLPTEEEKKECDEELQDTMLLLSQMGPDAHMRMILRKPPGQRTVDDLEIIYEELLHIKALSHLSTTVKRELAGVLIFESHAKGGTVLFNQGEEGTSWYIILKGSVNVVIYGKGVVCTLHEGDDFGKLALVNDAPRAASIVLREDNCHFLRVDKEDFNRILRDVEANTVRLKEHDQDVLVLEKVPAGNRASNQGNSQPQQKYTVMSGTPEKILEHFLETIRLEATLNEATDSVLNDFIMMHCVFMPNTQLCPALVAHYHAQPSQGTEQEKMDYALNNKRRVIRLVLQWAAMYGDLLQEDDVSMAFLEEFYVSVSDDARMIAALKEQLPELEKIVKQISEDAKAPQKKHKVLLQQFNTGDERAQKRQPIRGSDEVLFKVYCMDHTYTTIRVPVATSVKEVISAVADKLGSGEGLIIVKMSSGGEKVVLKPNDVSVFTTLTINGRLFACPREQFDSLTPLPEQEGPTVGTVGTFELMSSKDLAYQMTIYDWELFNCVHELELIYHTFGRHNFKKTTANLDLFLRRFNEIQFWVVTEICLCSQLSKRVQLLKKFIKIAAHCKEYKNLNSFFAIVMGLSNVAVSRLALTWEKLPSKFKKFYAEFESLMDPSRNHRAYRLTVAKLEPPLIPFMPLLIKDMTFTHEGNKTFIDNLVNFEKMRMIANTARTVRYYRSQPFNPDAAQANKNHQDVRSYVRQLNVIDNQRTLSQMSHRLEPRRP
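Guanine nucleotide exchange by EPAC2 is measured as reduced fluorescence of BODIPY-GDP once it is released from 250 nM Rap1B. Plates are read kinetically for 30 min at room temperature; results are scaled to 6.5 mM cAMP.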
PLK1 PBD inh: qHTS for Inhibitors of PLK1-PDB (polo-like kinase 1 - polo-box domain): Primary Screen; Serine/threonine-protein kinase PLK1 (Homo sapiens), P53350; Plk1 PBD binding of FITC phosphopeptide, fluorescence polarization; Potency, µM, for the others: max response, negative = inhibition, most hits filed as inhibitors; 360,000 tested, 2.8% active; AID 720504, 2013; also: potency is read from the fitted curve at half-maximal effect; series mostly up to about 57 µM; % is scaled to controls: 0 for no effect and ±100 for the full control effect; nearly all actives have a fitted effect of over 65% in size
EPAC1 antag: qHTS for Antagonist of cAMP-regulated guanine nucleotide exchange factor 3 (EPAC1): primary screen. Rap guanine nucleotide exchange factor 3 (Homo sapiens), O95398. EPAC1 GEF assay, Rap1b-BODIPY-GDP exchange fluorescence. Potency, µM (highest dose often 115 µM), without a hit: at the highest dose activity change, negative = inhibition, most hits filed as inhibitors. 360,000 tested, 0.14% active;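 also: potency is read from the fitted curve at half-maximal effect; plate controls were vehicle for no effect and positive control for full effect; nearly all actives have a fitted effect of over 50% in size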
The depositor's hits bear a star; ? = inconclusive; · = not tested or not shown; [ ] = another dose, or the depositor's remark. Unless noted, calls follow the shape of the dose curve; as a rule, active = well fitted curve in the direction sought with a large enough effect; inconclusive = small, poorly fitted or top-dose-only effect, or another doubt; inactive = no such curve, though single readings can be large; an effect the other way counts as inactive or inconclusive.

Structure | EPAC1 antag | EPAC2 agonist | WRN inhibitor | EPAC1 ag | PI5P4Ka inh | IL-2 act | CCT modulator | PLK1 PBD inh
CCOC(=O)[C@H]1[C@H]2COc3cc(OC)ccc3[C@@H]2N2C(=O)CN(Cc3ccc(Cl)cc3)C(=O)[C@@]12C | -27% | 7% | -2% | 2% | 3 | -0.2 | -2.1 | 2%
O=C(NCc1cccnc1)c1sc2ccccc2c1Cl | 0% | 6% | -2% | 1% | · | -2.1 | -2.4 | -8%
S=c1nc(-c2ccccc2Cl)[nH][nH]1 | 16% | 3% | -9% | 2% | ? | 2.5 | -1.6 | ?
N/C(=N\O)c1cccc(CS(=O)(=O)c2ccccn2)c1 | 8% | 2% | -3% | 3% | 1 | -5.3 | -1.7 | 0%
C=C1CCN(c2ccc(C(=O)NCCC)cc2[N+](=O)[O-])CC1 | 4% | 9% | 1% | -17% | 0 | 1.2 | 0.6 | -11%
CCOC(=O)C1(CC2CC2)CCN(C(=O)c2cccnc2C)CC1 | 4% | -7% | 2% | -5% | 2 | -1.4 | -1.1 | 4%
N#Cc1cc(C#N)c(SCC(=O)N2CC(=O)Nc3ccccc32)nc1N | -8% | 1% | -15% | 6% | -53* | -0.8 | -2.2 | -4%
CCN(CC)c1ccc(/C=N/N2CC(=O)NC2=S)cc1 | 17% | 12% | 4% | 3% | -20 | 1.4 | -1.7 | -21%
CC(C)N1CCC(NC(=O)Nc2ccc3c(c2)OCO3)CC1 | 8% | 2% | -10% | -1% | 3 | 1.9 | -2.6 | 4%
O=C(c1ccccc1OCc1ccccc1Br)N1CCN(c2ncccn2)CC1 | -8% | 1% | -1% | 7% | · | -0.1 | -1.3 | -2%
C#CCOC(=O)C1C2C=CC(C2)C1C(=O)O (stereo unspecified) | -4% | 14% | -15% | 7% | · | -2.4 | 2.1 | 2%
O=C(C1CC(=O)N(c2ccc(F)cc2)C1)N1CCN(c2ccc(F)cc2)CC1 (stereo unspecified) | 3% | -3% | 2% | 5% | 3 | 0.3 | 1.5 | 0%
O=c1[nH][nH]c(-c2ccccc2O)c1C(C[N+](=O)[O-])c1ccc(Br)cc1 (stereo unspecified) | 17% | -9% | ? | -13% | -7 | -1.0 | -4.6 | ?
CC(C)C(CCNCc1ccccn1)c1ccc(Cl)cc1 (stereo unspecified) | -5% | 5% | 1% | 10% | -6 | 0.6 | -0.5 | ?
CC(C)Cc1nnc(NC(=O)CCC(=O)N2CCN(Cc3ccc(F)cc3)CC2)s1 | 12% | 3% | 4% | 8% | -1 | 2.6 | -0.8 | -3%
O=C(NCCc1ccc(Cl)cc1)C1CCN(S(=O)(=O)c2ccc(Br)s2)CC1 | ? | 27% | -11% | 16% | 11 | -4.0 | -2.4 | -5%
C/C(=C\C(=O)c1ccc(C)o1)Nc1ccc2c(c1)OCO2 | 6% | 9% | -1% | 0% | · | 0.5 | -0.5 | -5%
CC(C)[C@H](NC(=O)c1ccco1)C(=O)OCC(=O)N1CCc2ccccc21 | -4% | 2% | 1% | -4% | -9 | -1.1 | -1.3 | -3%
CC(C)CCN(C(=O)c1ccc(N2CCCC2=O)cc1)c1c(N)n(Cc2ccccc2)c(=O)[nH]c1=O | 9% | -6% | 3% | 1% | -8 | -1.9 | 0.8 | 4%
O=C(CCN1C(=O)c2cccnc2C1=O)NC1CCCCCC1 | 9% | -8% | -1% | 0% | -3 | 3.8 | 0.9 | 1%
COc1ccc(NC(=O)C2CC(=O)N(CCc3ccc(Cl)cc3)C2)cc1 (stereo unspecified) | -13% | -5% | -9% | -19% | 1 | 1.4 | -3.3 | 1%
O=c1[nH]c(=S)c2[nH]c(=S)n(-c3ccccc3)c2[nH]1 | 7% | 8% | -4% | 7% | -84* | -0.4 | -0.7 | ?
Cc1nc2sc3c(c2c(=O)o1)CCC3 | 0% | -3% | 1%[11.6 µM] | -1% | -19 | -2.2 | -2.9 | -15%
Cc1cccn2c(NC(=O)c3ccccc3F)c(-c3ccccc3)nc12 | -17% | 2% | -4% | 0% | 1 | -1.3 | 1.1 | -1%
COc1ccc(S(=O)(=O)N2CCN(C)CC2c2ccccc2)cc1 (stereo unspecified) | -2% | 5% | 6% | 14% | 3 | 0.4 | -1.7 | -7%
Cc1ccc(NC(=O)c2ccco2)c(NC(=O)Cc2cccs2)c1 | 0% | 5% | -5% | 0% | · | 1.3 | 2.7 | 0%
CCc1ccc2[nH]c(=O)c(-c3ccccc3)c(O)c2c1 | -1% | 3% | 1% | 11% | -3 | -3.2 | -3.8 | -20%
CC(=O)c1cnc2nc(SCc3ccc(Cl)cc3)nn2c1C | 2% | 11% | -25% | 1% | 3 | 0.9 | -2.0 | -8%
COC(=O)C1(C)NCCc2c1[nH]c1ccccc21 (stereo unspecified) | -6% | 3% | 1% | -3% | 12 | -0.2 | 0.0 | -6%
Fc1cccc(CN2CCN(Cc3nc(-c4cnccn4)no3)CC2)c1 | 6% | -8% | 2% | 1% | -2 | -0.9 | -1.4 | 2%
C=C1[C@@H](CCO)N(S(=O)(=O)C(C)(C)C)C[C@@H]1C | 23% | -3% | -4% | -2% | -1 | -0.9 | -0.4 | -1%
C=CCn1c(SCC(=O)NC2CCCC2)nnc1-c1ccncc1 | 0% | -1% | -17% | 0% | 0 | 3.6 | 0.4 | -4%
CNC(=S)N/N=C/c1ccc2c(c1)OCCO2 | -2% | 20% | 3% | 8% | -5 | -0.6 | 1.4 | -1%
CCOP(=O)(OCC)/C(C#N)=C/c1ccc(-c2ccc(F)cc2F)o1 | -6% | 14% | 2% | 6% | 3 | -3.7 | -1.9 | -3%
O=c1oc(-c2ccc([N+](=O)[O-])cc2)nc2ccc(O)cc12 | -7% | 7% | -23% | 16% | -9 | 2.2 | 1.1 | -19%
COCCNC(=O)CN1C(=O)/C(=C/c2ccccc2)Oc2ccc(C(C)(C)C)cc21 | 8% | -7% | 0% | -10% | 14 | 0.9 | 0.6 | -3%
C[C@@H]1CN([C@H](C)CO)C(=O)CCCn2nncc2CO[C@@H]1CN(C)C(=O)C1CCCCC1 | -13% | 0% | 3% | 2% | -2 | -3.9 | 0.5 | -13%
COC(=O)CCP(=O)(O)Cc1ccccc1CP(=O)(O)CCC(=O)OC | 9% | 8% | -2% | 4% | 6 | -0.7 | -0.1 | 17%
CC(C)(C)c1ccc(-c2nc(NCc3cccnc3)c3ccccc3n2)cc1 | -17% | -7% | -7% | -9% | 4 | 0.3 | 1.0 | 5%
COC(=O)CC/C(=N/Nc1ccc(Cl)c(Cl)c1)C(=O)OC | -18% | 17% | 5% | 11% | 14 | 0.3 | -0.8 | -9%
COc1ccc(/C=C(/C#N)c2cccnc2)cc1OC | -14% | -3% | 5% | -3% | -1 | 3.3 | 0.2 | -9%
CCCCOc1ccc(/C(O)=C2/C(=O)C(=O)N(CCCOC)C2c2ccncc2)cc1 (stereo unspecified) | 1% | 5% | 4% | 8% | 1 | 0.5 | -3.3 | -10%
Oc1ccc(Br)cc1-c1cc(-c2ccc(Cl)cc2)n[nH]1 | -10% | 3% | 0% | -13% | 0 | -0.2 | -0.6 | -1%
Cc1ccc(S(=O)(=O)N2CCOCC2)cc1C(=O)N1CCN(S(=O)(=O)c2cccc(F)c2)CC1 | 15% | -5% | -3% | -5% | 2 | -0.3 | 1.8 | 3%
COCCNC(=O)/C(C#N)=C/C=C/c1ccccc1[N+](=O)[O-] | -14% | 5% | -4% | -5% | -1 | -6.6 | 0.3 | -17%
O=[N+]([O-])c1ccc(NC(=S)N2CCN(c3ccc(F)cc3)CC2)cc1 | -2% | -3% | -21% | -5% | 8 | -3.2 | 2.0 | -14%
O=C(COC(=O)C1CCCCC1)Nc1cccc(Br)c1 | -15% | 0% | 2% | -13% | 2 | 0.2 | 1.6 | -3%
CCCCCCCCN1C(=O)[C@H](CC(=O)NCc2cccs2)C[C@@]2(C(=O)OC)CC(C)(C)CC=C12 | -22% | -9% | -15% | -24% | 2 | -0.9 | · | -2%
NC(=O)CSc1nnc(CSc2ncccn2)n1-c1ccccc1 | -6% | -3% | 2% | -7% | -3 | 1.1 | 1.1 | 1%
Cc1csc(NC(=O)c2cc(C)nc3ccccc23)n1 | -3% | 19% | 2% | 6% | -4 | -3.4 | -5.0 | -13%
COC(=O)C1=C(C)N(C)C(=O)NC1c1ccc(C)cc1 (stereo unspecified) | -6% | 3% | -4% | 10% | · | 0.9 | 0.3 | -6%
COc1ccc(N(C)S(=O)(=O)c2ccc(C)cc2)c([N+](=O)[O-])c1 | -19% | 10% | -2% | 6% | -3 | -3.4 | -1.6 | -3%
Cc1ccc(N2C(=O)N(CC(=O)Nc3ccc([N+](=O)[O-])cc3)C(=O)C2C)cc1 (stereo unspecified) | 6% | 16% | 8% | -5% | 6 | -3.8 | -2.3 | 0%
COc1ccc(C(=O)Nc2ccccc2C(=O)N/N=C/c2ccc(O)c(OC)c2)cc1 | 7% | -1%[15.6 µM] | -11% | -3% | -51* | -0.7 | 2.1 | -1%
Cc1sc2ncnc(N)c2c1C | 12% | 5% | -2% | 2% | 6 | -2.7 | -55* | -12%
COc1ccc(-n2nnnc2SCC(=O)N2CCCC2=O)cc1 | -7% | 7% | -3% | 4% | 5 | 0.2 | 2.2 | -9%
O=C(COC(=O)/C=C/c1ccc([N+](=O)[O-])cc1)Nc1ccc2[nH]c(=O)[nH]c2c1 | -3% | -4% | -35% | 5% | -15 | -4.8 | -3.5 | -14%
O=C(c1cccs1)N1C[C@@H](n2cc(-c3ccc(F)cc3)nn2)[C@H](O)C[C@@H]1c1ccccc1 | 2% | 3% | -5% | 12% | 6 | 3.5 | 1.5 | -6%
COCc1[nH]nc2c1C(c1ccccc1OC)C(C#N)=C(N)O2 (stereo unspecified) | -6% | 8% | -12% | -2% | -5 | -0.4 | 0.4 | ?
Cc1nnc(SCc2ccc(C(=O)Nc3cc(Cl)ccc3C)cc2)s1 | -7% | 18% | -2% | 13% | -4 | 4.9 | -0.6 | -4%

Source: PubChem (National Center for Advancing Translational Sciences (NCATS))

Some of the compounds tested, so the mix of outcomes need not match the whole.
